# Screening data (PubChem)
# GAA inhib: blocks human lysosomal alpha-glucosidase; AID 1466; Potency, µM (doses to about 76.9 µM), for the others: at the top dose activity change, negative = inhibition, most hits filed as inhibitors; purified human GAA, 4-MU-alpha-glucoside fluorescence; actives 0.005% (n = 200,000); P10253;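 also: potency is read from the fitted curve at half-maximal effect; plate controls were uninhibited enzyme wells for no effect and no-enzyme background for full effect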
#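 Enzyme (4 nM final) mixed with compound (up to 77 uM), then 4-MU-alpha-D-pyranoside (400 uM final) added; 20 min at room temperature, pH 5.0. Reaction stopped at pH 10, fluorescence read, AC50 derived by Hill fit.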
# HTT ATP protect: cytoprotection in Huntington HTT-Q103 PC12 cell model; Potency, µM (series often up to 56.4 µM), for inactives: cytoprotection (ATP increase), hits mostly activators; PC12 HTT-Q103 induced, cytoprotection, ATP luminescence, 40 h; AID 1471; actives 0.14% (n = 230,000);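 also: potency is read from the fitted curve at half-maximal effect; % of control where 0% means no effect; nearly all actives have a fitted effect of over 45% in size; toxic huntingtin expression switched on by the ecdysone agonist tebufenozide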
#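 PC12 cells stably carrying ecdysone-inducible Htt exon 1 (Q103)–GFP were induced with 100 nM tebufenozide (final) alongside library compounds in a dose series. Cytoprotection was scored as retained ATP by ATPlite luminescence.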
# HTT aggregate: reduces HttQ103-GFP aggregates in PC12 cells | PC12 HttQ103-GFP aggregates, Acumen cytometry, 40 h | Potency, µM (top dose mostly 46.1 µM), without a hit: at the top dose activity change, negative = inhibition, most hits filed as inhibitors | actives 1.1% (n = 220,000); also: potency is read from the fitted curve at half-maximal effect; % is scaled to controls: 0 for no effect and ±100 for the full control effect; nearly all actives have a fitted effect of over 60% in size
#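 Multiplexed with ATP-based cell death, this channel scores GFP aggregates in PC12 cells expressing inducible HTTex1-Q103-GFP. Induction used 100 nM tebufenozide; compounds were tested in concentration series.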
# GAA spleen mod: lysosomal alpha-glucosidase (human) modulation. P10253. Potency, µM (titrated, usually from 79.9 µM), without a hit: top-dose activity change, negative = inhibition, most hits filed as inhibitors. actives 0.006% (n = 240,000). human spleen homogenate, 4-MU-alpha-glucoside fluorescence;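 also: potency is read from the fitted curve at half-maximal effect; 0% = enzyme with vehicle and -100% = no enzyme basal signal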
#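 Enzyme source: human spleen homogenate, 1 ug/well. Buffer 50 mM citric acid/K phosphate pH 5.0, 0.01% Tween-20. 4-MU-alpha-glucoside 1 mM; 37 C x 40 min; NaOH/glycine stop; fluorescence.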
# GAA glycogen: inhibitors or activators of human alpha-glucosidase glycogen cleavage; recombinant GAA, glycogen substrate, Amplex Red glucose oxidase fluorescence; Potency, µM (top dose mostly 76.4 µM), inactives show at the highest dose activity change, negative = inhibition, hits mostly inhibitors; P10253; actives 0.38% (n = 300,000);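 also: potency is read from the fitted curve at half-maximal effect; 0% = full enzyme reaction and -100% = no-enzyme basal signal; the screen sought inhibitors and activators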
#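 Natural-substrate format: glycogen cleavage by 4 nM human enzyme, glucose read by Amplex Red coupling (Ex 573, Em 610 nm). Normalized to enzyme and no-enzyme controls.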
# CBFb-RUNX1 inh: CBF-beta/RUNX1 interaction disruption; 230,000 tested, under 10 active; AlphaScreen CBFb-His/RUNX1-biotin binding, biochemical; AID 1477; Q01196+Q13951; Potency, µM (titrated, usually from 59.8 µM), for the others: top-dose activity, negative = inhibition, usual class: inhibitors; also: % of control where 0% means no effect
# Target sequence (Q01196 whole entry, looked up): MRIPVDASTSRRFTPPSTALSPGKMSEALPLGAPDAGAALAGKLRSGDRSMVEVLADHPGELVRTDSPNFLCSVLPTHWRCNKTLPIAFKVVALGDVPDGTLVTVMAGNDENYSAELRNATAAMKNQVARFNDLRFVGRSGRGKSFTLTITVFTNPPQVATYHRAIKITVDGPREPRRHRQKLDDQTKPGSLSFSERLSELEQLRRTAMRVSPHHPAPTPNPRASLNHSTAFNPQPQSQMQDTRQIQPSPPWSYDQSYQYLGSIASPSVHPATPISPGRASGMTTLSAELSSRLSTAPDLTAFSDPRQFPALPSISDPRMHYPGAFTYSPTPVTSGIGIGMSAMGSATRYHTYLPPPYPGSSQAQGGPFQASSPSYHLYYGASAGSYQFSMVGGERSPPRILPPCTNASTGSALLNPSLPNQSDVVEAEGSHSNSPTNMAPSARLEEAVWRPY
# Target sequence (Q13951 whole entry, looked up): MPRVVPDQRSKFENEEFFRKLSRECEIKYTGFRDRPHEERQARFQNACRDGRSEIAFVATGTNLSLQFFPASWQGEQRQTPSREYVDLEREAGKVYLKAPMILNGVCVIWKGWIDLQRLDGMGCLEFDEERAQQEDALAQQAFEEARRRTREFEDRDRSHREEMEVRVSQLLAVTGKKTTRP
#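 AlphaScreen proximity signal reports loss of binding between His-tagged CBF-beta and biotin-labelled RUNX1, each at 30 nM. Proteins are pre-associated for 20 minutes, compounds added for 15 minutes, then beads for 90 minutes, all at ambient temperature.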
# Lamin A splicing: LMNA splicing modulation | HeLa LMNA splicing GFP/RFP minigene ratio, 48 h | Potency, µM (doses to about 46.1 µM), inactives show top-dose ratio change, negative = inhibition, actives largely listed as inhibitors | actives 0.01% (n = 200,000) | AID 1487; active = well fitted inhibition curve with a large enough effect in the signal ratio, with a control signal flat, not every such curve was filed as active; inconclusive = small, poorly fitted or top-dose-only effect, or effect the other way, or a change in a side signal; the % refers to the signal ratio; also: potency is read from the fitted curve at half-maximal effect; % is scaled to controls: 0 for no effect and ±100 for the full control effect
#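 S3 HeLa stable clones carrying a lamin A-EGFP splicing minigene plus DsRed2 were seeded at 600 cells/well in Opti-MEM with 2% FBS, pin-dosed and incubated 48 h at 37°C. Acumen cytometry (488 nm) gave the GFP/RFP total-intensity ratio.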
# * marks the source's active call; other numbers are inactive results; ? = inconclusive; nt = not tested or not shown; [ ] = remark or other dose. Unless noted, calls follow the shape of the dose curve; as a rule, active = well fitted curve in the direction sought with a large enough effect; inconclusive = small, poorly fitted or top-dose-only effect, or another doubt; inactive = no such curve, though single readings can be large; an effect the other way counts as inactive or inconclusive.
SMILES,GAA inhib,HTT ATP protect,HTT aggregate,GAA spleen mod,GAA glycogen,CBFb-RUNX1 inh,Lamin A splicing
CC1(C)Cc2ccccc2-c2nnc(SCC(=O)Nc3ccc4c(c3)OCO4)n21,3%,-1%[10 µM],-1%,-8%,2%,16%,13%
COc1cc(-c2noc(CCCC(=O)NC3CCCCC3)n2)cc(OC)c1OC,-2%,-19%,?,-5%,5%,5%,-6%
CN(Cc1ccccn1)Cc1nc(COc2ccccc2)no1,7%,14%[10 µM],1%[9.22 µM],9%,-6%,0%,22%[46 µM]
CCC(C)[C@H](NC(=O)N1CCCC1)C(=O)OC (some centres undefined),?,11%,-1%,-9%,1%,25%,13%
Cc1ccc2c(c1)c1c3n2CCN(C(=O)C2CC2)C3CCC1 (centres undefined),-3%,14%,10%,4%,7%,-17%,-2%
COc1ccccc1NC(=O)CSc1nnc2ccc(-c3cccnc3)nn12,-5%,-12%,11%,nt,-2%,-2%,14%[46 µM]
CCN1CCN(c2cc(C)c3cc(NC(=O)c4ccc(Br)o4)ccc3n2)CC1,-7%,-28%,-1%,-8%,5%,-8%,-14%
Cn1c(=O)c2c(SCC(=O)Nc3ccc4c(c3)OCCO4)nc(CC(C)(C)C)nc2n(C)c1=O,-14%,37%[10 µM],18%,-8%,0%,3%,4%
O=C(c1ccco1)N1CCN(C(=O)c2ccccc2[N+](=O)[O-])CC1,6%,3%,-16%[9.22 µM],-1%,11%,1%,nt
O=C(NCc1ccc2c(c1)OCO2)C1CCC(CNS(=O)(=O)c2cccc3nsnc23)CC1 (centres undefined),2%,-27%,-13%,-6%,-16%,2%,5%
C=CCNC(=O)COC(=O)/C=C/c1cccs1,1%,-5%[10 µM],20%,4%,3%,11%,?
CC(=O)OC1CC(C)(C)N(OC(=O)c2ccc(N)cc2)C(C)(C)C1,4%,-1%,0%,-20%,-3%,4%,0%
CC(CCc1ccccc1)NC(=O)c1ccc(C(=O)NC(C)CCc2ccccc2)cc1 (centres undefined),3%,-4%,?,-3%,2%,1%,13%
CCC(C)[C@@H](C(=O)N1CCNCC1)n1cc(CCCN=C(N)N)nn1 (some centres undefined),nt,6%[10 µM],-10%[9.22 µM],-1%,-6%,3%,nt
Cc1cc(=O)oc(C)c1C(=O)NCC(C)C,4%,-16%,-12%,-24%,0%,1%,3%
COc1ccc(CC(=O)N2CCCc3ccccc32)cc1,-17%,10%,-9%,2%,5%,?,1%
Nc1nonc1OCCc1ccccc1,-10%,-37%,-20%,-16%,4%,4%,4%
Cc1cc(C)nc(NC(=O)CCCC(=O)O)c1,3%,30%,-5%,-8%,-1%,2%,-3%
O=C(COC(=O)/C=C/c1ccccc1[N+](=O)[O-])NC1CC1,1%,-45%[inhibitor],8%,nt,-3%,9%,nt
NC(=O)CSCc1ccc(Br)cc1,-6%,8%,-12%,-5%,4%,-3%,-11%
CCC1(CC)Cc2ccccc2-c2nc(-c3ccccc3)oc(=O)c21,-10%,0%,-2%,3%,5%,1%,-11%
COC(=O)c1sccc1NC(=O)Nc1ccccc1F,-1%,-16%,0%,-5%,-2%,5%,2%[46 µM]
CCC1CCc2[nH]nc(C(=O)O)c2C1 (centres undefined),?,20%,11%,-10%,4%,0%,10%
O=C(NNC(=S)Nc1cccc2ccccc12)c1cccc(Br)c1,?,1%,-26%,-16%,-30%,-11%,-17%
O=c1c2c(-c3ccccc3)csc2ncn1/N=C/c1c2ccccc2cc2ccccc12,-1%,-1%,?,-6%,-3%,-15%,-1%
Cc1ccc(C)c(S(=O)(=O)N2CC(=O)N(CCc3ccccc3)C(=O)C2)c1,1%,nt,25%,-3%,-10%,4%,?
Cc1ccc(-n2nc3cc(Cl)c(NC(=O)c4ccco4)cc3n2)cc1,0%,-25%,2%,-1%,6%,5%,-3%
N#CCN1CCN(CC(=O)c2ccc(Br)cc2)CC1,nt,-14%[10 µM],-10%[9.22 µM],-2%,-1%,9%,nt
Cn1c(C(=O)O)cnc1Sc1ncc(C(F)(F)F)cc1Cl,0%,-20%,6%,0%,6%,6%,-8%[46 µM]
COc1ccc(-c2nc(NC(=O)C3=NN(c4cccc(C)c4)C(=O)CC3)sc2C)cc1,1%,-62%[inhibitor],-7%,10%,-16%,-3%,nt
C#CCSc1nnnn1-c1ccc(Br)c(C)c1,-4%,1%[10 µM],-8%[9.22 µM],-1%,4%,6%,nt
Cc1cc(-c2ccc(Cl)cc2)n2ncnc2n1,nt,3%[10 µM],-26%[9.22 µM],4%,6%,-2%,nt
O=C(NCc1ccco1)/C(=C/c1ccco1)NC(=O)c1ccco1,-11%,-1%,0%,2%,6%,-8%,nt
O=C(NC1c2ccccc2-c2ccccc21)c1ccccc1,0%,-2%[10 µM],-10%,-14%,10%,6%,-5%
CC(=O)OC[C@H]1O[C@@H](Sc2cccc3cccnc23)[C@H](OC(C)=O)[C@@H](OC(C)=O)[C@H]1OC(C)=O,10%,-13%[10 µM],2%,-15%,2%,12%,?
COc1ccccc1NC(=O)COc1ccc(C(=O)NC2CCCc3ccccc32)cc1OC (centres undefined),nt,12%[10 µM],14%[9.22 µM],4%,7%,10%,nt
COc1ccc2cc(S(=O)(=O)N3CCCCC3)ccc2c1S(=O)(=O)N1CCCCC1,-4%,10%[0.074 µM],-19%,-6%,-3%,8%,?
CCC(CC)C(=O)NCc1ccccc1OC,5%,21%,0%,6%,-5%,5%,2%
CSc1nsc(SC)c1NC(=O)Nc1ccccc1C,-6%,?,5%,4%,2%,10%,4%[46 µM]
C[C@H](NC(=O)c1nc[nH]c1C(=O)NC1CCN(C(=O)OC(C)(C)C)CC1)C(=O)OC(C)(C)C,nt,9%[10 µM],17%[9.22 µM],-2%,-3%,23%,nt
CCC1=C2CC[C@H]3C(=O)N(c4ccccc4)C(=O)[C@H]3[C@H]2[C@@]2(Cc3ccccc3)C(=NCCOC)OC(=O)N2C1=O,nt,-2%,nt,-1%,nt,-4%,nt
CN(Cc1nccn1C)C(=O)CC1C(=O)NCCN1Cc1ccccc1C(F)(F)F (centres undefined),-2%,-11%[10 µM],-22%[9.22 µM],3%,14%,-1%,28%[46 µM]
COc1ccc(C(=O)N[C@H](C(=O)Nc2nc3c(s2)CCCC3)C(C)C)cc1,2%,6%[0.074 µM],-11%,-5%,0%,?,?
COc1cc2c(cc1OC)-c1cc(OCc3cccnc3)nc(=O)n1CC2,15%,?,-14%,8%,-1%,2%,6%
Cc1cccc(C)c1NC(=O)CCCSc1nnc(-c2ccco2)n1-c1ccccc1,-3%,3%[10 µM],6%,-19%,0%,3%,-4%
Cn1c(-c2ccc3c(c2)OCO3)cc(=O)c2ccccc21,-12%,-29%,-1%,-3%,-3%,7%,?
CN1CCN(C(=S)c2cn(Cc3ccccc3F)c3ccccc23)CC1,-8%,?,-11%,2%,2%,-10%,-7%[46 µM]
COc1ccc(C(=O)Nc2cc(C)ccc2NC(=O)COc2ccccc2)cc1,7%,-3%[10 µM],-10%,-3%,0%,-1%,0%
O=C(CSc1ccc2nnc(-c3ccncc3)n2n1)Nc1ccc2c(c1)OCCO2,-4%,-35%,-16%,3%,-9%,-2%,4%
CCc1ccc(N/C(SCc2ccccc2C)=C(/C#N)C(=O)NCc2ccco2)cc1,-6%,-28%,-21%,-4%,-6%,-1%,1%
O=C(COC(=O)c1cc(-c2ccc(F)cc2)nc2ccccc12)NCC1CCCO1 (centres undefined),3%,-97%[inhibitor],2%,6%,1%,-8%,12%[46 µM]
Cc1cccc(-n2ncc3c(NCc4ccccn4)ncnc32)c1,-9%,-17%,-5%,-4%,1%,-3%,3%
N#Cc1ccsc1NC(=O)COC(=O)c1cc(Br)ccc1O,nt,17%[10 µM],22%[9.22 µM],-1%,4%,5%,nt
O=C(OC1CCOC1=O)c1ccc2ncsc2c1 (centres undefined),1%,6%[10 µM],-2%,1%,-7%,3%,0%
Cc1nn(-c2ccccc2)c(N2CCCC2)c1/C=N/NC(=O)c1cc(-c2ccccn2)nc2ccccc12,-3%,12%[10 µM],-20%,3%,-16%,-27%,?
CCC(C)NS(=O)(=O)c1ccc(OCC(=O)NCc2ccc(OC)cc2)cc1 (centres undefined),0%,-27%,-12%,2%,13%,7%,nt
Cc1ccc(NS(=O)(=O)c2cc(OCC(N)=O)c(C)cc2Cl)cc1C,-9%,17%[1.9 µM],-22%,-6%,0%,4%,?
Cc1c(Cl)c([N+](=O)[O-])nn1CCCC(=O)Nc1ccc(Cl)cc1Cl,3%,13%[10 µM],8%,-2%,4%,-3%,-8%
CC(=O)Nc1ccc2c(c1)nc1n2CCN(C2CCCCC2)C1,?,nt,nt,2%,27%,-3%,5%[46 µM]
COc1ccc(/C(N)=N/OC(=O)c2cccc([N+](=O)[O-])c2C)cc1,11%,-36%[inhibitor],12%[9.22 µM],0%,12%,-2%,-7%[46 µM]
# The list goes on:
SMILES,GAA inhib,HTT ATP protect,HTT aggregate,GAA spleen mod,GAA glycogen,CBFb-RUNX1 inh,Lamin A splicing
Cc1ccc(CNC(=O)C(=O)NCC2CCCO2)cc1 (centres undefined),0%,-4%[10 µM],-12%,0%,0%,-3%,-11%
Cc1ccc(O)c(C2=Nc3ccccc3N=C(c3ccc([N+](=O)[O-])cc3)C2)c1,4%,-83%[inhibitor][10 µM],?,2%,-4%,7%,-1%
O=C(Cc1ccc(F)cc1)OCC(=O)c1cc2ccccc2o1,1%,0%[10 µM],-4%,-10%,-6%,15%,-6%
O=C(NCCCN1CCCC1)[C@H](CSCc1ccccc1)N1Cc2ccccc2C1=O,nt,9%[10 µM],-21%[9.22 µM],7%,-9%,-13%,nt

# Of the compounds above, 3 have a COOH group.
SMILES,GAA inhib,HTT ATP protect,HTT aggregate,GAA spleen mod,GAA glycogen,CBFb-RUNX1 inh,Lamin A splicing
Cc1cc(C)nc(NC(=O)CCCC(=O)O)c1,3%,30%,-5%,-8%,-1%,2%,-3%
CCC1CCc2[nH]nc(C(=O)O)c2C1 (centres undefined),?,20%,11%,-10%,4%,0%,10%
Cn1c(C(=O)O)cnc1Sc1ncc(C(F)(F)F)cc1Cl,0%,-20%,6%,0%,6%,6%,-8%[46 µM]
